GLP1R ag: activates the human GLP-1 receptor; P43220; HEK293 GLP-1R CRE-luciferase, luminescence, 4-6 h; cells express a hypersensitive GLP-1R form; Potency, µM (doses to about 45.6 µM), inactives show at the highest dose activation, hits mostly activators; 380,000 tested, 0.007% active; further: potency means the concentration at half of the fitted maximal effect; % of control where 0% means no effect
Target sequence (P43220 whole entry, looked up): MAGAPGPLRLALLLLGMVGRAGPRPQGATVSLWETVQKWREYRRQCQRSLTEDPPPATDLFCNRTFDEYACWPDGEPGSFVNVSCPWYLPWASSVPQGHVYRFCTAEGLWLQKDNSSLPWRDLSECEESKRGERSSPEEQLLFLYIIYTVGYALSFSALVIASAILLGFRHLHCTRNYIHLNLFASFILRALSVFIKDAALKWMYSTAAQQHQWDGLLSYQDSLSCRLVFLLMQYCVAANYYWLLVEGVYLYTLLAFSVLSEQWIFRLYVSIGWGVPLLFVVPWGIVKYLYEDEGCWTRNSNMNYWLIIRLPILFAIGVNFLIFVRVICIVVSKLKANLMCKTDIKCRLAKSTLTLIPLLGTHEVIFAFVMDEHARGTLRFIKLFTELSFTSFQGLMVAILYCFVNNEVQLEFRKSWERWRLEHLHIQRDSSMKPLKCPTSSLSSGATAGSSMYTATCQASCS
HT1080NT lethal: kills 2HG-producing HT-1080-NT fibrosarcoma cells; Potency, µM (doses to about 46.1 µM), for inactives: at the top dose activity, negative = less viability, usual class: cytotoxic; 360,000 tested, 1.6% active; AID 686970; HT-1080-NT fibrosarcoma viability, CellTiter-Glo ATP luminescence, 48 h;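 further: NT is the 2HG producing partner of a matched IDH1 knockdown line; potency means the concentration at half of the fitted maximal effect; 0% = DMSO-treated cells and -100% = media-only wells without cells; nearly all actives have a fitted effect of over 55% in size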
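750 cells/well, RPMI + 5% FBS; 2 h settle, compound pin-transfer, 48 h at 37 degrees C. CellTiter-Glo 10 min RT, luminescence. Normalized to DMSO and media-only wells.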
HT1080 IDH1KD tx: kills HT-1080 cells with IDH1 knockdown; HT-1080 IDH1 knockdown viability, ATP luminescence, 48 h; Potency, µM (highest dose often 46.1 µM), for the others: at the highest dose activity, negative = toxicity, actives largely listed as cytotoxic; 360,000 tested, 2% active;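 further: potency means the concentration at half of the fitted maximal effect; 0% = DMSO wells and -100% = cell-free medium wells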
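CellTiter-Glo luminescence after 48 h compound exposure at 37 degrees C of IDH1-knockdown HT-1080 cells in 5% FBS RPMI. %Activity scaled between DMSO wells and cell-free media wells, with curves fitted and assigned curve classes.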
KB-V1 cytotox: kills drug-selected multidrug resistant KB-V1 cells; Potency, µM (titrated, usually from 46.1 µM), for the others: at the top dose activity change, negative = cytotoxicity, usual class: cytotoxic; KB-V1 MDR cells viability, CellTiter-Glo, 72 h; 400,000 tested, 3.4% active; AID 1347076; further: potency means the concentration at half of the fitted maximal effect; on the % scale 0 is the no-effect control and ±100 the full control effect; nearly all actives have a fitted effect of over 60% in size
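Cytotoxicity toward P-gp-expressing KB-V1 cells was determined as loss of CellTiter-Glo luminescence after 72 h at 37 degrees C. Compounds were tested in quantitative HTS format across a concentration range, with curves fitted to normalized data.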
KB-3-1 tox: KB-3-1 parental cell cytotoxicity. 400,000 tested, 1.4% active. KB-3-1 viability, CellTiter-Glo ATP luminescence, 72 h. Potency, µM (titrated, usually from 46.1 µM), without a hit: at the highest dose activity change, negative = cytotoxic, hits mostly cytotoxic; further: potency means the concentration at half of the fitted maximal effect; on the % scale 0 is the no-effect control and ±100 the full control effect; nearly all actives have a fitted effect of over 60% in size
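Here the drug-naive KB-3-1 line serves as comparator for MDR sub-line selectivity; cells received compound titrations, 72 h at 37 °C, then CellTiter-Glo readout.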
IL-1B inflam inh: inhibitors of inflammasome signaling (IL-1 beta secretion). THP-1 LPS/ATP IL-1B secretion, AlphaLISA, 16 h; hits give low values. 360,000 tested, 4.7% active. activity change, % at 57.5 µM; in the data active means activity change below about -50%; inconclusive means mostly about -30% to -49%; further: on the % scale 0 is the no-effect control and ±100 the full control effect
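Secreted IL-1B measured by AlphaLISA bead assay after 16 h compound exposure of THP-1 cells; compounds (final up to 57.5 uM) added 1 h before LPS (250 ng/mL) and ATP (1.25 mM) stimulation; lower signal means less secretion.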
DRD3 agonist: activates the human D3 dopamine receptor; max activation, %; 410,000 tested, 0.58% active; D3R DiscoveRx beta-arrestin cells, luminescence, 90 min; P35462; AID 652048; in the data active means max activation above about 30%; further: 0% is about no effect; mostly tested at two doses, the higher about 12 µM
Target sequence (P35462 whole entry, looked up): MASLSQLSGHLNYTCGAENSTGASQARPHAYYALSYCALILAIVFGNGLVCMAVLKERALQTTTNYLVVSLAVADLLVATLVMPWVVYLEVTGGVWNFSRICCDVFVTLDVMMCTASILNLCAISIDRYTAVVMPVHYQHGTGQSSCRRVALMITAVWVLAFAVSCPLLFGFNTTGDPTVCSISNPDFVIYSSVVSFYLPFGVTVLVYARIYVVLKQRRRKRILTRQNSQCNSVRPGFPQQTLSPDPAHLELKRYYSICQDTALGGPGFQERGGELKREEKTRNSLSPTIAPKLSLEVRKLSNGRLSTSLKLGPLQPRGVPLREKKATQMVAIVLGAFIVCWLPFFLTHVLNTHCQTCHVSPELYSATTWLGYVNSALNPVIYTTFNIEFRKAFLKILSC
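Agonist-mode cell screen: cells plated at 1500/well and incubated overnight at 37 °C, then exposed to library compounds for 90 min at 37 °C. Detection reagent was added for 30–60 min at room temperature, and luminescence was read.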
D3 antag: D3 dopamine receptor (human) antagonism | P35462 | D3R cells, DiscoveRx beta-arrestin luminescence, antagonist mode; hits give low values | max response, negative = inhibition, % | 360,000 tested, 2.5% active | AID 652054; in the data active means max response below about -50%; inconclusive means no clear call, values can overlap the other calls; further: on the % scale 0 is the no-effect control and ±100 the full control effect; mostly tested at two doses, the higher about 12 µM
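Cells plated overnight at 1500 cells/well, then exposed to library compounds with dopamine controls for 90 minutes at 37 degrees C. DiscoveRx reagent added for 30–60 minutes at room temperature; luminescence read, quantitative HTS format.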
SW480 rereplic: DNA re-replication induction in SW480 cells. SW480 DNA re-replication, Hoechst DNA content imaging, 48 h. Potency, µM (series often up to 46.1 µM), without a hit: at the highest dose re-replication activation, actives largely listed as activators. 340,000 tested, 1.8% active; further: potency means the concentration at half of the fitted maximal effect; % of control where 0% means no effect; nearly all actives have a fitted effect of over 55% in size
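Treated cells incubate 48 hr (37 C, 5% CO2), are stained 40 min with Hoechst, and nuclear fluorescence is enumerated; a rise in nuclei with high DNA signal marks re-replication.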
The depositor's hits bear a star; ? = inconclusive; nt = not tested or not shown; [ ] = another dose, or the depositor's remark. Unless noted, the call rests on the fitted dose curve; in most records, active means well fitted curve in the direction sought with a large enough effect; inconclusive means small, poorly fitted or top-dose-only effect, or another doubt; inactive means no such curve, though single readings can be large; an effect the other way counts as inactive or inconclusive.

item | smiles | GLP1R ag | HT1080NT lethal | HT1080 IDH1KD tx | KB-V1 cytotox | KB-3-1 tox | IL-1B inflam inh | DRD3 agonist | D3 antag | SW480 rereplic
1 | Cc1ccc(NC(=O)C2(C)CCN2C(=O)Cc2ccc(C(C)(C)C)cc2)cc1C (stereo not given) | 23.7% | 18.4µM* | ? | -2.8% | 0.0% | 5.3 | 2.8 | 5.7 | nt
2 | COC(=O)c1cnc(N2CCCN(S(=O)(=O)c3ccccc3)CC2)nc1C(F)(F)F | -2.1% | 4.7% | -2.6% | -26.4% | -10.4% | 0.0 | 1.5 | 4.2 | -0.4%
3 | CCOC(=O)N1CCN(Cc2cn[nH]c2-c2ccc(-c3ccccc3)cc2)CC1 | 16.3% | 17.9% | 19.3% | 10.5% | -2.9% | 28.9 | 0.0 | 5.2 | 1.9%
4 | O=[N+]([O-])c1cccc(-c2ccc(CN3CCN(c4ccccc4)CC3)o2)c1 | 0.6% | -17.5% | -3.0% | -21.3% | -0.2% | -8.5 | 11.3 | ? | -2.6%
5 | C#CCOCCOCCOCCNc1nc(N2CCN(C(=O)CCCCCCCCCCNC(=O)[C@@H]([C@H](C)O)n3cc(C)nn3)CC2)nc(N2CCN(C(=O)CCCCCCCCCCNC(=O)[C@@H]([C@H](C)O)n3cc(C)nn3)CC2)n1 | 23.0% | -27.4% | 20.6µM* | 2.0% | ? | -18.3 | 27.6 | 11.5 | 2.2%
6 | CN(CC(=O)Nc1ccccc1Br)C(=O)c1cccc(S(=O)(=O)NCc2ccccc2)c1 | 5.5% | -3.0% | -16.8% | ? | 4.6% | -13.7 | -16.8 | -12.1 | -3.1%
7 | CN(/N=C/c1cc(Cl)ccc1O)C1=NS(=O)(=O)c2ccccc21 | 7.8% | 0.3% | 3.1% | -0.5% | 0.3% | -14.5 | -8.3 | -23.2 | -6.0%
8 | O=S(=O)(c1ccc(Br)cc1)N1CCCC1c1nc2ccccc2s1 (stereo not given) | 0.6% | 4.0% | -14.7% | ? | -4.5% | -1.5 | -3.8 | 10.3 | -4.5%
9 | O=C(NCCC1=CCCCC1)C1CCN(C(=O)Cc2ccccc2)CC1 | 2.2% | -10.5% | -2.7% | ? | 0.0% | 27.5 | -2.0 | -21.5 | -2.0%
10 | CCOc1ccc(NC(=O)CCCCCN2C(=O)[C@@H]3Cc4ccccc4CN3C2=O)cc1 | 8.8% | 14.4% | -1.9% | -25.1% | 6.8% | -6.4 | 1.7 | 2.7 | -3.7%
11 | Cc1cccc(N2CCN(c3nnnn3-c3ccccc3)CC2C)c1 (stereo not given) | -1.8% | 1.4% | -1.2% | -27.7% | -11.0% | -13.9 | 0.2 | 27.4 | 3.7%
12 | Cc1cccc(N2CCN(C(=O)c3ccc(Cl)c(S(=O)(=O)NCc4ccco4)c3)CC2)c1C | -5.7% | ? | 16.4µM* | 13µM* | 13µM* | 13.0 | 0.9 | -25.1 | ?
13 | CCC(NC(=O)Nc1nccs1)(C(F)(F)F)C(F)(F)F | -3.8% | -2.7% | -3.5% | 25.0% | 12.9% | 99.2 | 3.3 | 29.7 | 1.5%
14 | C=CCn1c(SCC(N)=O)nnc1-c1cnccn1 | 5.1% | ? | 10.0% | ? | ? | 10.8 | -3.9 | -14.3 | -4.3%
15 | Cc1cccc(C(=O)NCc2nnc(SCC(=O)N3CCN(c4ccccc4)CC3)n2C)c1 | 7.7% | 11.3% | -1.1% | 0.3% | 7.2% | 5.6 | -10.4 | 1.6 | 1.8%
16 | Cc1c(F)cccc1NS(=O)(=O)c1ccc2c(c1)c(C)cc(=O)n2C | -6.5% | -3.7% | -2.2% | 4.2% | -11.3% | 12.0 | 0.0 | 3.1 | 3.4%
17 | O=C(Nc1cccc(S(=O)(=O)c2cccc(NC(=O)c3ccco3)c2)c1)c1ccco1 | 29.3% | ? | -9.3% | ? | -22.9% | -14.9 | 17.6 | 23.9 | 4.3%
18 | Cc1ccc(OCCC(=O)OCC(=O)NC(=O)NC2CCCCC2)cc1 | -8.5% | 0.3% | -0.9% | 6.1% | 3.3% | -0.6 | -6.3 | 4.4 | -3.3%
19 | CN(C)S(=O)(=O)c1cccc(NC(=O)c2ccc(Sc3nncn3C)c([N+](=O)[O-])c2)c1 | 3.7% | 0.0% | 8.3% | 14.6% | 6.7% | -16.8 | 6.0 | -23.7 | -20.4%
20 | COc1ccc(CCN(C)C2CC(=O)N(c3ccccc3)C2=O)cc1OC (stereo not given) | 6.3% | 7.8% | 5.4% | 11.7% | -1.3% | 21.0 | 3.0 | 3.5 | -19.1%
21 | O=C(CSc1nnc(CNC(=O)c2ccco2)o1)Nc1cccc(F)c1 | -4.2% | 0.6% | 8.4% | 14.8% | 6.6% | -11.6 | 21.7 | -11.3 | -20.7%
22 | O=C(NCC(=O)N(c1ccc(F)cc1)C(C(=O)NC1CCCC1)c1cccnc1)c1ccco1 (stereo not given) | -2.6% | 0.6% | 14.4% | -14.5% | 8.3% | -1.3 | 8.4 | -15.8 | -4.7%
23 | COc1ccc(-c2csc(Nc3ccc(O)cc3)n2)cc1 | -0.6% | ? | 6.51µM* | ? | ? | -79.3* | 5.2 | -14.3 | ?
24 | CN(C)CCN(Cc1ccco1)S(=O)(=O)c1csc(C(N)=O)c1 | -3.2% | 1.3% | 10.7% | 7.0% | -12.7% | 0.0 | -1.2 | -0.3 | 2.9%
25 | COc1ccccc1NS(=O)(=O)c1ccc(Cl)cc1 | 4.4% | -1.1% | -20.9% | -37.9% | -0.9% | -5.8 | -17.0 | -6.0 | -7.8%
26 | COc1cccc(-n2c(C)nnc2SCC#N)c1 | 3.0% | -5.7% | -9.7% | 7.2% | 1.4% | 15.0 | 0.0 | 14.6 | 3.0%
27 | O=C(CN(Cc1ccccc1F)S(=O)(=O)c1ccc(Cl)cc1)NCCC1=CCCCC1 | -8.3% | ? | ? | 6.51µM* | ? | -29.8 | 7.9 | 19.0 | -0.7%
28 | C/C(=N/NC(=O)c1nnn(-c2nonc2N)c1COc1ccccc1)c1ccccc1Cl | 5.5% | -3.4% | -29.2% | 0.4% | -4.4% | -17.0 | -7.8 | -19.8 | ?
29 | COc1ccc([N+](=O)[O-])c(C=CC(=O)c2ccccn2)c1 | -8.7% | ? | ? | ? | ? | -104.9* | -9.2 | ? | nt
30 | COC(=O)c1c(-c2ccc(OC)cc2)oc2ccc(-c3ccc(OC)nc3)cc12 | 4.7% | -11.2% | -0.5% | 2.3% | 0.0% | 11.3 | 40.2* | 21.9 | ?
31 | COCCn1c(Cc2cccn2C)nnc1SCC(=O)Nc1nccs1 | 39.4% | 6.1% | 8.8% | 7.9% | 13.5% | 27.8 | -0.1 | -3.0 | -5.7%
32 | COc1cc(OC)cc(OC(=O)C2CCN(C(=O)c3ccc(F)cc3)CC2)c1 | -2.8% | -8.5% | -9.2% | 0.0% | -2.1% | 15.9 | -22.1 | -25.5 | -1.0%
33 | COc1ccc2cc(-c3ccccc3)ncc2c1 | 3.5% | 4.7% | 14.7% | 2.4% | 0.0% | 38.0 | -5.5 | 22.9 | 3.9%
34 | COc1ccc(-c2c(S(=O)(=O)c3ccccc3)cnn2-c2ccccc2)cc1 | -2.9% | -10.5% | -23.2% | 23.1µM* | ? | -13.6 | -1.1 | 10.2 | 1.7%
35 | CNc1ccccc1C(=O)OCC(=O)N1CCN(c2ccc(OC)cc2)CC1 | 0.8% | -6.9% | 3.9% | ? | -1.4% | 11.9 | 2.5 | 7.4 | -0.4%
36 | c1cc2nc(C34CC5CC(CC(C5)C3)C4)[nH]c2cn1 | 2.0% | 6.5% | 1.1% | ? | 8.8% | 0.0 | -5.9 | -14.9 | -3.7%
37 | CCC1NC(=O)c2cccnc2-n2c1nc1cc(F)ccc1c2=O (stereo not given) | 18.7% | 16.0% | 11.8% | 5.2% | -4.1% | 14.1 | -4.1 | -14.1 | nt
38 | CCc1ccc(N(CC(=O)NCc2ccco2)C(=O)CCC(=O)Nc2nccs2)cc1 | 13.8% | -8.0% | -4.0% | 1.4% | 11.9% | -0.9 | -11.0 | -29.0 | 1.9%
39 | CCOC(=O)c1ccc(NC(=O)C(C)NS(=O)(=O)c2ccc(OC)cc2)cc1 (stereo not given) | 1.7% | -6.7% | -6.8% | 0.0% | 5.6% | 11.0 | -1.1 | -25.6 | 6.2%
40 | COCCNC(=O)C(c1ccc(C)cc1)N(C(=O)CCC(=O)Nc1ccccn1)c1ccc(C)cc1 (stereo not given) | 0.7% | -3.4% | 2.4% | -29.8% | -5.0% | -13.0 | -3.1 | 7.5 | -7.3%
41 | Cc1nc2sccc2c(=O)n1-c1cccc(Cl)c1 | 0.0% | -0.2% | 0.2% | 4.5% | 13.2% | 18.6 | -0.7 | 0.7 | -5.4%
42 | CN(CC(=O)Nc1ccc2c(c1)OCO2)CC(=O)Nc1ccc(F)c(F)c1F | 3.6% | 4.8%[9.24 µM] | 0.6% | 3.5% | ? | 0.0 | 0.1 | -3.6 | -9.6%
43 | N#Cc1ccc(-c2nc3ccccc3nc2-c2ccccc2)cc1C#N | -6.6% | 10.3% | 17.9% | ? | 22.1% | 0.4 | 3.5 | 10.2 | -7.4%
44 | COc1ccc(NC2CCCN(C(=O)CCc3scnc3C)C2)cc1 (stereo not given) | -3.3% | -0.2% | -0.1% | 0.9% | -1.8% | -5.6 | -7.3 | 0.5 | -2.0%
45 | Cc1ccc(S(=O)(=O)C2CS(=O)(=O)CC2O)cc1 (stereo not given) | 5.3% | 3.1% | 8.5% | -10.0% | 26.7% | -4.0 | 0.1 | 17.7 | -2.0%
46 | CC(=O)Nc1ccc(C(=O)COC(=O)CCc2ccccc2)c(F)c1 | -3.7% | 8.4% | 9.0% | nt | nt | 10.0 | -6.8 | -10.2 | -8.9%

Compound activity from PubChem BioAssay.
